High-throughput results deposited in PubChem BioAssay by several laboratories.
MT1-MMP act inh: blocks activation of human MT1-MMP; P50281; HT1080 RFP-PRO-GFP cells, GFP/RFP ratio fluorescence, overnight; percent of plate control window, DMSO zero; GFP/RFP ratio change, % at 20 µM; hit rate 0.061% among 360,000; AID 651647;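 active = GFP/RFP ratio change of at least 30% with cell ATP level not reduced by more than half and red fluorescence within 50% of control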; note: strong numbers were not always called active
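Assay system: HT1080 cells carrying an RFP-PRO-GFP reporter | Dosing: Single dose of 20 µM compound, 1% DMSO final | Incubation: Cells overnight before dosing, compound overnight, 37 °C, 5% CO2 | Evaluation: GFP/RFP fluorescence ratio | Control set: DMSO and RFP-L50D-GFP cell wells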
FAS-TE inh: inhibitors of human fatty acid synthase thioesterase domain | recombinant FAS-TE, OMFH fluorogenic substrate, fluorescence endpoint | P49327 | hit rate 0.67% among 360,000 | AID 602261 | inhibition, % at 15 µM;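 active = compounds whose normalised, plate-corrected inhibition of enzyme fluorescence in the single-dose primary screen is 50% or more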;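 note: 0% = DMSO with enzyme and 100% = substrate without enzyme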
MsrA inhibitor: inhibitors of bovine MsrA; AID 651718; hit rate 0.75% among 360,000; purified bovine MsrA, absorbance read-out; inhibition, % at 15.5 µM; in the data active = inhibition above about 4.5%;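 note: 0% = vehicle wells with enzyme and 100% = reference inhibitor wells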
Rpn11 block: inhibitors of human proteasome Rpn11; O00487; human 26S proteasome, Ub4-pepOG fluorescence polarization; 20S core pre-blocked with epoxomicin; calls only at 20 µM; hit rate 0.59% among 360,000; AID 588493;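 active = inhibition at 20 µM, scaled to each plate's controls, above about 33%, limit read from the data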
E coli Lon inh: inhibits E. coli Lon protease. purified E. coli Lon protease, fluorescence polarization. inhibition, % at 7.94 µM. hit rate 0.42% among 360,000; in the data active = inhibition above about 13%, passing the limit was not always enough;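 note: 0% = enzyme with probe and DMSO and 100% = no enzyme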
CSN inh: CSN deneddylation inhibition | Purified CSN, SCF-Nedd8-OG deneddylation, fluorescence polarization | hit rate 0.38% among 360,000 | inhibition, % at 12.5 µM | Q92905;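 active = pattern-corrected inhibition above about 35%, with an unprinted fluorescence ratio check between 0.5 and 1.5, limit read from the data, passing the limit was not always enough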;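 note: 0% = enzyme with substrate and 100% = substrate without enzyme; some results filed as inactive read as strong as hits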
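Assay system: purified human Csn5 enzyme expressed in HEK293T cells; measure: % inhibition; also added: SCFSkp2-Nedd8OG substrate at 10 nM final; technique: fluorescence polarization; times: reaction 90 min, room temperature; medium: Tris buffer pH 7.5, NaCl, DTT, Tween-20, trehalose, ovalbumin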
MsrA act: bovine methionine sulfoxide reductase A activation; hit rate 0.3% among 360,000; purified bovine MsrA, absorbance read-out; activation, % at 10.6 µM; in the data active = activation above about 7.5%;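 note: 0% = vehicle and 100% = reference activator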
Rin1-Abl PPI inh: human Rin1-Abl interaction inhibition; P00519+Q13671; TR-FRET Rin1/Abl binding, biochemical; inhibition, % at 7.35 µM; hit rate 0.4% among 360,000; AID 588664; in the data active = inhibition above about 5%, passing the limit was not always enough
PABP1 MLLE inh: inhibitors of microRNA-mediated deadenylation, human PABP1 MLLE binding; P11940; GST-MLLE / FITC-PAM2 fluorescence polarization; inhibition, % at 20 µM; hit rate 0.36% among 360,000; in the data active = inhibition above about 35%, passing the limit was not always enough;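 note: plate controls were DMSO wells with GST-MLLE for no effect and wells lacking GST-MLLE protein for full effect; some results filed as inactive read as strong as hits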
Numbers without * were called inactive; i = inactive; / = no result given. Outcome played no part in choosing rows; 3.7% or so of the library scored in one or more.

SMILES | MT1-MMP act inh | FAS-TE inh | MsrA inhibitor | Rpn11 block | E coli Lon inh | CSN inh | MsrA act | Rin1-Abl PPI inh | PABP1 MLLE inh
CCC[C@@H](OS(N)(=O)=O)[C@@H](Cc1ccccc1)C(=O)OCC | 7 | -3 | -0.9 | i | -3 | -4 | 0 | 0 | 13
CC(=O)N1CCc2c(sc(NC(=O)c3cccc(N4C(=O)CCC4=O)c3)c2C(N)=O)C1 | -7 | -5 | 4.8* | i | -68 | 25 | -3 | -2 | -48
O=C1CC(c2ccccc2)CN1C(=O)c1cccc([N+](=O)[O-])c1 (configuration not stated) | -2 | 4 | 1.2 | i | -10 | -5 | -6 | 4 | 3
CCc1nc2ccccc2c(C(=O)OCCN2C(=O)c3ccccc3C2=O)c1C | -3 | 18 | 0.5 | i | 5 | -5 | 0 | 0 | -8
O=C(CCCC(=O)N(CC(=O)NC1CCCC1)Cc1ccccc1)Nc1ccccn1 | 9 | -2 | -0.3 | i | 6 | -5 | 0 | 0 | 4
Oc1ccc2ccccc2c1C=Nc1ccccc1 | 2 | -2 | 0.8 | i | 2 | 0 | -6 | 3 | -8
O=C(COC(=O)C1Cc2ccccc2CN1C(=O)c1ccccc1Cl)Nc1ccc(N2CCOCC2)cc1 (configuration not stated) | 14 | 8 | -0.2 | i | 12 | 3 | -2 | -5 | -12
CCOc1cc2c(C)cc(=O)oc2cc1Cl | -3 | -2 | 0.6 | i | 1 | 6 | -3 | -1 | 4
CCN(CC(=O)Nc1cc(Cl)ccc1C)C(=O)C1CCN(c2ncnc3sc(C)c(C)c23)CC1 | 1 | 18 | -0.8 | i | -14 | -1 | 0 | -1 | 14
Cc1oc2c(C)c3oc(=O)c(CCC(=O)N4CCC(C(=O)NCCC(=O)O)(c5ccccc5)CC4)c(C)c3cc2c1C | 1 | -1 | 3.5 | i | -11 | 3 | -4 | 0 | -4
C=CCNC(=S)N1CCN(CCN=CC2=C(O)CC(c3ccc(Cl)cc3)CC2=O)CC1 (configuration not stated) | 2 | 0 | -0.3 | i | 3 | 0 | 0 | 1 | -119
COc1ccccc1N1CCN(C(=O)/C=C/c2ccc3c(c2)OCO3)CC1 | 3 | 7 | 3.0 | i | 7 | 5 | -5 | -6 | 0
COc1ccc2[nH]cc(CCNS(=O)(=O)c3ccc(F)cc3)c2c1 | 1 | 1 | 1.9 | i | -14 | 1 | -4 | 2 | -19
CCN1CCN(c2oc(-c3ccccc3)nc2S(=O)(=O)c2ccc(C)cc2)CC1 | 2 | 3 | 1.5 | i | 0 | 3 | 6 | 1 | 4
Cc1cc(C)n(-c2nc(SCC(=O)Nc3nccs3)c3c4c(sc3n2)COC(C)(C)C4)n1 | 2 | 1 | -0.1 | i | -3 | 4 | -10 | -2 | 3
COc1ccc(-c2nn(-c3ccccc3)cc2C(=O)NC(=S)NNC(=O)c2ccncc2)cc1 | 1 | -4 | 1.0 | i | 2 | 2 | 0 | -2 | 15
C=CCNC(=S)Nc1ccccc1-c1nnc2n1CCCCC2 | 1 | -2 | -0.7 | i | -5 | -1 | -2 | 1 | 22
CC(C)=NN1C(=O)c2ccccc2NC1(C)C | 1 | -8 | 0.3 | i | 2 | -2 | -4 | 0 | 1
O=C(Nc1ccc(Cl)c(C(F)(F)F)c1)C1Cc2c(-c3ccccc3Oc3ccccc3)ccnc2O1 (configuration not stated) | -8 | 20 | 1.5 | i | -1 | 4 | -3 | 1 | -2
CCOc1ccc(NC(=O)CN(C)C(=O)C2COc3ccccc3O2)cc1OCC (configuration not stated) | 10 | -4 | -0.8 | i | -11 | 4 | -3 | 4 | -16
CCCCNC(=O)CC1N=C2c3ccccc3N=C(SCC(=O)Nc3ccc(OC)cc3)N2C1=O (configuration not stated) | -6 | -4 | 1.5 | i | 0 | 5 | -3 | 4 | 17
CN(C)c1cc(Cl)c2nonc2c1N | 7 | -1 | -1.0 | i | 5 | 17 | -1 | -4 | -8
CCC(=O)NC(=S)Nc1ccccc1C(=O)NC1CCCCC1 | 1 | -3 | 0.1 | i | 5 | -13 | -2 | -1 | 12
O=S(=O)(NC1c2cccc3cccc(c23)C1N1CCNCC1)c1ccc(Cl)cc1 (configuration not stated) | -17 | -12 | 2.1 | i | 3 | -1 | -3 | -2 | 3
O=C(CC(c1ccco1)C1CCCCC1=O)c1ccccc1 (configuration not stated) | -6 | 1 | 0.5 | i | -5 | 0 | 0 | -2 | -9
CN(CC(=O)N1CCN(Cc2ccccc2)CC1)S(=O)(=O)c1ccc(Br)cc1 | / | 0 | -1.0 | i | 3 | 3 | -4 | -2 | 0
O=C(OCc1ccccc1)N1CCC2CC1c1ccc(/C=C/CCCCl)cc12 (configuration not stated) | 1 | 15 | 0.1 | i | -4 | -2 | -7 | 3 | -23
COC(=O)c1cccc(NC(=O)CSc2nc(O)c(-c3ccccc3)c(=O)[nH]2)c1 | 1 | -5 | -0.6 | i | -6 | 0 | -8 | -1 | 29
CC(=O)c1c(C)[nH]c(C(=O)OCC(=O)N2CCCC2=O)c1C | -1 | -10 | 1.1 | i | 4 | -3 | -2 | 1 | -17
O=C(CCn1cccc1)Nc1ccc(OC(F)(F)F)cc1 | 1 | 3 | -1.2 | i | 4 | 1 | 2 | 1 | -5
Cc1cc(C(=O)N2CCN(CCc3ccccc3)CC2)no1 | 2 | -4 | -0.8 | i | -1 | -6 | -2 | -1 | 2
O=C(CCc1ccccc1)N1CCCC1 | 0 | -5 | 0.6 | i | -4 | 1 | -2 | 0 | -2
COc1ccc(NC(=O)c2cc3ccccc3oc2=O)c(OC)c1 | -1 | -3 | 0.3 | i | -1 | 5 | -1 | 1 | -19
O=C(CN1C(=O)c2ccc([N+](=O)[O-])cc2C1=O)Nc1ccccc1N1CCCC1 | 2 | 26 | -0.4 | i | 7 | 0 | -2 | -1 | 10
O=C(NC1=NCCS1)c1cccc(S(=O)(=O)N2CCOCC2)c1 | 0 | -7 | -0.5 | i | 4 | -2 | -6 | 0 | -1
CCn1nc(C(=O)Nc2nc3ccccc3[nH]2)c2ccccc2c1=O | 5 | -10 | 2.0 | i | 3 | 1 | -2 | 0 | -4
CC(Cc1ccccc1)C(=O)NCc1ccccn1 (configuration not stated) | 2 | -12 | -0.5 | i | -11 | 0 | -3 | 2 | -5
O=C(COC(=O)c1ccc(Br)o1)NCCNC(=O)COC(=O)c1ccc(Br)o1 | 3 | -5 | 0.2 | i | -6 | 0 | -4 | 2 | 13
CC(CCC(=O)O)C1CCC2C3CCC4C[C@H](O)CCC4(C)C3CC(=O)C12C (some centres not stated) | -1 | -2 | -0.7 | i | 9 | 3 | -3 | -2 | 2
CCSc1ccccc1C(=O)Nc1ccc([N+](=O)[O-])cc1OC | 2 | 19 | 1.4 | i | -9 | 3 | -10 | -1 | 12
Cc1ccc(COc2ccccc2C(=S)N2CCCC2)cc1 | -4 | 8 | 0.0 | i | -4 | 5 | -3 | 2 | 24
Cc1ccc(NC(=O)c2c(C)nn(-c3ccccc3)c2Cl)cc1 | 3 | 10 | 0.5 | i | -16 | 3 | -1 | 2 | -3
CCSC1=NCCN1S(=O)(=O)c1ccc(Cl)cc1 | 0 | -3 | 0.2 | i | 5 | 3 | -5 | 1 | 16
CCc1ccc(CN2CC(C(=O)O)CC2=O)cc1 (configuration not stated) | / | -8 | 0.0 | i | 1 | 4 | -1 | 3 | 7
CCN(CC)CCCNC(=O)c1cc2c(-c3cccc(OC)c3)nn(C)c2s1 | 3 | 0 | 0.8 | i | 1 | 1 | -2 | 1 | -10
COc1cccc(NC(=O)Cc2nnc(SCC(=O)NC3=NCCS3)n2C)c1 | 1 | -4 | -0.9 | i | -2 | -3 | -3 | -1 | 0
COc1cc(/C=C/C(=O)O)cc(OC)c1 | 2 | -11 | / | i | -6 | -1 | -4 | 4 | -2
CN(C)c1ccc2nc3c(=O)[nH]c(=O)nc-3n(CC(O)C(O)C(O)CO)c2c1 (configuration not stated) | -21 | -67 | 2.4 | i | 165* | -72 | 1 | -23 | 67

Sorted by SMILES length (largest number first): some entries from above.
SMILES | MT1-MMP act inh | FAS-TE inh | MsrA inhibitor | Rpn11 block | E coli Lon inh | CSN inh | MsrA act | Rin1-Abl PPI inh | PABP1 MLLE inh
O=C(Nc1ccc(Cl)c(C(F)(F)F)c1)C1Cc2c(-c3ccccc3Oc3ccccc3)ccnc2O1 (configuration not stated) | -8 | 20 | 1.5 | i | -1 | 4 | -3 | 1 | -2
Cc1cc(C)n(-c2nc(SCC(=O)Nc3nccs3)c3c4c(sc3n2)COC(C)(C)C4)n1 | 2 | 1 | -0.1 | i | -3 | 4 | -10 | -2 | 3
CC(CCC(=O)O)C1CCC2C3CCC4C[C@H](O)CCC4(C)C3CC(=O)C12C (some centres not stated) | -1 | -2 | -0.7 | i | 9 | 3 | -3 | -2 | 2
CCN1CCN(c2oc(-c3ccccc3)nc2S(=O)(=O)c2ccc(C)cc2)CC1 | 2 | 3 | 1.5 | i | 0 | 3 | 6 | 1 | 4
O=C(CCCC(=O)N(CC(=O)NC1CCCC1)Cc1ccccc1)Nc1ccccn1 | 9 | -2 | -0.3 | i | 6 | -5 | 0 | 0 | 4
CCc1nc2ccccc2c(C(=O)OCCN2C(=O)c3ccccc3C2=O)c1C | -3 | 18 | 0.5 | i | 5 | -5 | 0 | 0 | -8
CCSc1ccccc1C(=O)Nc1ccc([N+](=O)[O-])cc1OC | 2 | 19 | 1.4 | i | -9 | 3 | -10 | -1 | 12
Cc1cc(C(=O)N2CCN(CCc3ccccc3)CC2)no1 | 2 | -4 | -0.8 | i | -1 | -6 | -2 | -1 | 2
O=C(CCn1cccc1)Nc1ccc(OC(F)(F)F)cc1 | 1 | 3 | -1.2 | i | 4 | 1 | 2 | 1 | -5
CCSC1=NCCN1S(=O)(=O)c1ccc(Cl)cc1 | 0 | -3 | 0.2 | i | 5 | 3 | -5 | 1 | 16
CC(C)=NN1C(=O)c2ccccc2NC1(C)C | 1 | -8 | 0.3 | i | 2 | -2 | -4 | 0 | 1
COc1cc(/C=C/C(=O)O)cc(OC)c1 | 2 | -11 | / | i | -6 | -1 | -4 | 4 | -2

(continued)
SMILES | MT1-MMP act inh | FAS-TE inh | MsrA inhibitor | Rpn11 block | E coli Lon inh | CSN inh | MsrA act | Rin1-Abl PPI inh | PABP1 MLLE inh
O=C(NCc1cccs1)c1cc2c(s1)CCCC2 | 5 | 2 | 0.1 | i | -1 | 7 | -2 | -1 | -14
Cc1ccnc(NC(=O)c2cccc(S(=O)(=O)N3CCN(c4ccccc4)CC3)c2)c1 | 1 | 24 | -0.1 | i | -1 | 2 | -3 | 1 | 3
COc1ccc(-n2nnnc2SCC(=O)Nc2ccc(OC)cc2OC)cc1 | 5 | 11 | 0.9 | i | -2 | -1 | 0 | -3 | -1
Cc1ccc(C(=O)N/C(=C\c2ccc(C)o2)C(=O)O)cc1 | -4 | -6 | 0.8 | i | -1 | 3 | -4 | -1 | -2
CC(C)NC(=O)COc1coc(CN2CCN(c3cccc(Cl)c3)CC2)cc1=O | 2 | -4 | -1.0 | i | 6 | 4 | -4 | 1 | 9
O=[N+]([O-])c1cc([N+](=O)[O-])c(Oc2cncc(Cl)c2)cc1NN1CCCCC1 | 3 | 4 | -0.3 | i | -3 | 5 | -11 | 2 | -1
